# Screening data: PubChem BioAssay, Broad Institute
# Mtb BioA inh: M. tuberculosis BioA enzyme inhibitors, primary screen, biochemical, plate reader, single point, HTS | purified M. tuberculosis BioA enzyme | inhibition, % at 9.99 µM | 0.096% of 360,000 active | 7,8-diaminopelargonic acid synthase BioA (Mycobacterium tuberculosis); in the data active means inhibition above about 40%
# TcdB GH inh: TcdB glycohydrolase inhibitors, primary screen, biochemical, single point, plate reader. Toxin B (Clostridioides difficile), P18177. TcdB glycohydrolase enzymatic assay. inhibition, % at 9.99 µM. 0.24% of 350,000 active. AID 652162, 2013; in the data active means inhibition above about 10%
# Target sequence (P18177 whole entry, looked up): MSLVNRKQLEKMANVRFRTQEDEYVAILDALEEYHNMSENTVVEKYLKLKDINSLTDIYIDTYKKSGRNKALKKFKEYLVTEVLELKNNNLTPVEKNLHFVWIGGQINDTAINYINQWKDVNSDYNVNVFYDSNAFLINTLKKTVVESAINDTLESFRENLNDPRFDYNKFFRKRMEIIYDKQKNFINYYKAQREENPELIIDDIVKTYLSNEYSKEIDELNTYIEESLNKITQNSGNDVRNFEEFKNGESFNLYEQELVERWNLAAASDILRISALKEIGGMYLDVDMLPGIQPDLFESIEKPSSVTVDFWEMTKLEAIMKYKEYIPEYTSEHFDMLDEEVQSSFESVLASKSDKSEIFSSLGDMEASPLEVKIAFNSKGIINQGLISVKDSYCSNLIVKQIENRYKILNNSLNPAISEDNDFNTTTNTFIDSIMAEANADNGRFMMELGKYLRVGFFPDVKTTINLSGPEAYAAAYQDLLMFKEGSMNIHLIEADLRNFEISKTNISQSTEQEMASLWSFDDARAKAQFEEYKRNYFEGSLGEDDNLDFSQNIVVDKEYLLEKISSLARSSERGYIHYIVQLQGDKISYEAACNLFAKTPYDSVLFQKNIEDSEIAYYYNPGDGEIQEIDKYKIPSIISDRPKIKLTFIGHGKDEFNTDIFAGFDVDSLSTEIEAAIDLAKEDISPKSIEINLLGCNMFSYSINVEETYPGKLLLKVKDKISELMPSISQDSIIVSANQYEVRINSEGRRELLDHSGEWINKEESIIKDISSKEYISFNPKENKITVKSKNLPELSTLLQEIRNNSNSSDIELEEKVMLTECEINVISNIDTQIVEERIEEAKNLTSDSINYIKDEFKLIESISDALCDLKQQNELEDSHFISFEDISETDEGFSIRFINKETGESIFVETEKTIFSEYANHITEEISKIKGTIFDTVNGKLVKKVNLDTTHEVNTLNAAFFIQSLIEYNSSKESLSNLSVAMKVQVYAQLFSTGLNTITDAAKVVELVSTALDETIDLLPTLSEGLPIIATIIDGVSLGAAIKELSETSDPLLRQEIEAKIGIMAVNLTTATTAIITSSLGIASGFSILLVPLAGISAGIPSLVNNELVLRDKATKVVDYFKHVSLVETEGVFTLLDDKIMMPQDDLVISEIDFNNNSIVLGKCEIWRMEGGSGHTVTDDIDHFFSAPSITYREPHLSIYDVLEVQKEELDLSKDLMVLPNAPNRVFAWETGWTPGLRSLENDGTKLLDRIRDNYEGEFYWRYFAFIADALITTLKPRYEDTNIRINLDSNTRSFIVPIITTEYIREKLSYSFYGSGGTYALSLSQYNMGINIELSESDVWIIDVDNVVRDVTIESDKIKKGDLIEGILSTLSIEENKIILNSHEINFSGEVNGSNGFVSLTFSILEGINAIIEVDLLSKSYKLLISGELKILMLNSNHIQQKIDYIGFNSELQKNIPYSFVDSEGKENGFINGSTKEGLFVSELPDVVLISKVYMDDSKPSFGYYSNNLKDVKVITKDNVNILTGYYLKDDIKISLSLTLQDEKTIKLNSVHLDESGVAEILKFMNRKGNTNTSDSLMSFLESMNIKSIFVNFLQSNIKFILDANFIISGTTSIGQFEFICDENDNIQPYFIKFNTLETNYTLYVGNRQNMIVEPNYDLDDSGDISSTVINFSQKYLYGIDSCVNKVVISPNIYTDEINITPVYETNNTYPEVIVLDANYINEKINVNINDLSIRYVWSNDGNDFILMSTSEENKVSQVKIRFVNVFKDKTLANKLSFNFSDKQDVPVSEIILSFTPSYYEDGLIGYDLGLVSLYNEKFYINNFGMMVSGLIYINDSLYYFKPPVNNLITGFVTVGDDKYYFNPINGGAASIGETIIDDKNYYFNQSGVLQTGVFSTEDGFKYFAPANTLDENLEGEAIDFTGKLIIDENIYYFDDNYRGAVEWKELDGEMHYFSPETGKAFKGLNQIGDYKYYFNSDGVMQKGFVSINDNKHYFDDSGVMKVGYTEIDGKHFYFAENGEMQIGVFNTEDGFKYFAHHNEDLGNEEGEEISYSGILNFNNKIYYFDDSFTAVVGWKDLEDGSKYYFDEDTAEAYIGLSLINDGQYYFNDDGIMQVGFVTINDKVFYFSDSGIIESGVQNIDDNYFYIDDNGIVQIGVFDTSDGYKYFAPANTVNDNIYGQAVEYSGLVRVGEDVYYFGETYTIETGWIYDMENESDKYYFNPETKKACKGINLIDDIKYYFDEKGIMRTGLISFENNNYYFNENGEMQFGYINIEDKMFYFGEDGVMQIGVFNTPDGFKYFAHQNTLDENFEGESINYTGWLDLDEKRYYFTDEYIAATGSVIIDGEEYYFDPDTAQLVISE
# The depositor's hits bear a star. These rows are one share of the data; the hit share may differ from the screen's.
SMILES,Mtb BioA inh,TcdB GH inh
CC(C)NC(=O)N(C)C[C@H]1OCCCC[C@@H](C)Oc2ccc(NC(=O)Nc3cccc4ccccc34)cc2C(=O)N([C@H](C)CO)C[C@@H]1C,-3.8,-20
COc1cccc(C(=O)Nc2ccc3c(c2)C(=O)N(C)C[C@@H](OC)[C@H](C)CN(C(C)=O)[C@@H](C)CO3)c1,0.5,-0.3
C[C@H]1CN([C@@H](C)CO)C(=O)c2cc(C#Cc3ccccc3)cnc2O[C@@H]1CN(C)C(=O)c1ccccc1,9.2,-0.7
O=C(Nc1ccccc1F)N[C@H]1CC[C@@H](CCNC(=O)C2CCCC2)O[C@H]1CO,-1.9,-1.5
C[C@@H]1CN([C@@H](C)CO)C(=O)c2cccc(NS(=O)(=O)c3cn(C)cn3)c2O[C@H]1CN(C)Cc1ccc2c(c1)OCO2,-0.6,0.2
O=C(N[C@H]1CC[C@@H](CCNC(=O)C2CC2)O[C@@H]1CO)c1ccccn1,-3.6,-1.3
C[C@H]1CN([C@@H](C)CO)C(=O)Cc2cc(NS(=O)(=O)c3ccc(F)cc3)ccc2O[C@H]1CN(C)S(=O)(=O)c1ccccc1,0.2,1.9
C[C@@H]1CN([C@@H](C)CO)C(=O)c2cc(NS(=O)(=O)c3ccccc3)ccc2O[C@@H](C)CCCCO[C@H]1CN(C)S(=O)(=O)c1ccc(F)cc1,-4.4,0.7
C[C@@H]1CN([C@@H](C)CO)C(=O)c2cccc(NS(=O)(=O)c3ccc(F)cc3)c2O[C@@H]1CN(C)S(=O)(=O)c1cccs1,0.1,0.2
CC(C)NC(=O)N(C)C[C@@H]1OCCCC[C@H](C)Oc2ccc(NS(=O)(=O)c3ccccc3)cc2C(=O)N([C@@H](C)CO)C[C@@H]1C,-0.6,0.8
Cc1noc(C)c1NC(=O)Nc1cccc2c1O[C@H](CN(C)Cc1ccc(C(=O)Nc3ccccc3N)cc1)[C@@H](C)CN([C@H](C)CO)C2=O,-1.8,-7.0
CO[C@H]1CN(C)C(=O)c2cc(NS(=O)(=O)c3ccccc3Cl)ccc2OC[C@H](C)NC[C@@H]1C,-0.6,0.3
CCNC(=O)C[C@@H]1CC[C@H](NS(=O)(=O)c2ccc(F)cc2)[C@@H](CO)O1,-0.4,0.4
C[C@H](CO)N1C[C@H](C)[C@H](CN(C)C(=O)c2ccccc2F)Oc2ncc(C#Cc3ccncc3)cc2C1=O,-0.5,0.2
O=C(CC(F)(F)F)N1C[C@H]2[C@@H](c3ccccc31)[C@H](CO)N2CC1CCCCC1,-6.3,-3.0
COCC#Cc1cnc2c(c1)C(=O)N([C@@H](C)CO)C[C@@H](C)[C@H](CN(C)C(=O)Nc1cccc(F)c1)O2,6.5,2.1
O=C(c1ccc2c(c1)OCO2)N1CCCCN2[C@H](CO)[C@@H](c3ccc(-c4ccccc4)cc3)[C@H]2C1,22,-1.0
COc1cccc(-c2ccc([C@H]3[C@H]4CN(S(=O)(=O)c5cn(C)cn5)CCCCN4[C@H]3CO)cc2)c1,3.8,1.5
CN1[C@@H]2Cn3c(ccc(-c4cccc(F)c4)c3=O)[C@H]1[C@@H](C(=O)N1CCCCC1)[C@@H]2CO,2.6,0.3
C[C@H](CO)N1C[C@H](C)[C@@H](CN(C)C(=O)Nc2ccc(F)cc2)Oc2ccc(NC(=O)NC3CCCCC3)cc2C1=O,1.9,0.2
C[C@@H]1CN([C@@H](C)CO)C(=O)c2cc(C#Cc3ccccc3F)cnc2O[C@@H]1CN(C)C(=O)C1CC1,1.9,0.5
C[C@H]1CN([C@@H](C)CO)S(=O)(=O)c2ccc(-c3ccc(C(=O)N(C)C)cc3)cc2O[C@@H]1CN(C)Cc1ccccc1C(=O)O,2.2,0.3
CCCN1C[C@H](C)[C@H](OC)CN(C)C(=O)c2cc(NC(=O)NC3CCCCC3)ccc2OC[C@@H]1C,-1.1,-6.0
CCC(=O)N(C)C[C@@H]1Oc2ncc(C#CCc3ccccc3)cc2C(=O)N([C@H](C)CO)C[C@H]1C,-2.8,-1.4

# Some values from the list:
# Under Mtb BioA inh, CCCN1C[C@H](C)[C@H](OC)CN(C)C(=O)c2cc(NC(=O)NC3CCCCC3)ccc2OC[C@@H]1C is listed with -1.1
# Under Mtb BioA inh, C[C@H](CO)N1C[C@H](C)[C@H](CN(C)C(=O)c2ccccc2F)Oc2ncc(C#Cc3ccncc3)cc2C1=O is listed with -0.5
# Under Mtb BioA inh, CN1[C@@H]2Cn3c(ccc(-c4cccc(F)c4)c3=O)[C@H]1[C@@H](C(=O)N1CCCCC1)[C@@H]2CO is listed with 2.6
# Under TcdB GH inh, C[C@H]1CN([C@@H](C)CO)S(=O)(=O)c2ccc(-c3ccc(C(=O)N(C)C)cc3)cc2O[C@@H]1CN(C)Cc1ccccc1C(=O)O is listed with 0.3
# Under Mtb BioA inh, O=C(CC(F)(F)F)N1C[C@H]2[C@@H](c3ccccc31)[C@H](CO)N2CC1CCCCC1 is listed with -6.3
# Under Mtb BioA inh, C[C@@H]1CN([C@@H](C)CO)C(=O)c2cc(C#Cc3ccccc3F)cnc2O[C@@H]1CN(C)C(=O)C1CC1 is listed with 1.9
# Under TcdB GH inh, COc1cccc(-c2ccc([C@H]3[C@H]4CN(S(=O)(=O)c5cn(C)cn5)CCCCN4[C@H]3CO)cc2)c1 is listed with 1.5

# The list continues.
SMILES,Mtb BioA inh,TcdB GH inh
COc1ccc(NC(=O)N(C)C[C@@H]2Oc3ccc(NC(=O)C4CC4)cc3CC(=O)N([C@@H](C)CO)C[C@H]2C)cc1,1.1,0.2
C[C@H]1CCCCO[C@H](CN(C)C(=O)Nc2ccc(F)cc2)[C@@H](C)CN([C@@H](C)CO)C(=O)c2cc(NS(=O)(=O)c3cccs3)ccc2O1,-2.1,-3.2
C[C@@H]1CN([C@H](C)CO)C(=O)Cc2cc(NC(=O)c3ccncc3)ccc2O[C@H]1CN(C)C(=O)Nc1cccc2ccccc12,-1.8,-0.4
C[C@@H]1CN([C@H](C)CO)C(=O)c2cccc(NC(=O)Nc3ccc4c(c3)OCO4)c2O[C@@H]1CN(C)C,2.4,-1.0
O=S(=O)(c1ccc(F)cc1)N1CCCCN2[C@H](CO)[C@H](c3ccc(-c4ccccc4F)cc3)[C@H]2C1,-3.2,0.6
C[C@@H]1CN([C@H](C)CO)C(=O)c2cccc(NC(=O)c3cnccn3)c2O[C@@H]1CN(C)Cc1ccc(C(=O)Nc2ccccc2N)cc1,0.5,0.8
COc1ccc(NC(=O)Nc2ccc3c(c2)C(=O)N([C@@H](C)CO)C[C@H](C)[C@@H](CN(C)Cc2ccc(-c4ccccc4)cc2)O3)cc1,-0.7,0.3
CC(=O)N1[C@H](C(=O)N(C)C)[C@@H](CO)[C@@H]2Cn3c(ccc(-c4ccccc4)c3=O)[C@@H]21,-1.7,0.7
CN(C)C(=O)c1ccc(-c2ccc([C@@H]3[C@@H](C#N)N(C(=O)C4CC4)[C@H]3CO)cc2)cc1,0.3,-5.6
Cc1noc(C)c1NC(=O)Nc1ccc2c(c1)C(=O)N(C)[C@@H]1CC[C@@H](CC(=O)NCc3ccc(Cl)cc3)O[C@@H]1CO2,0.4,-0.3
CNC[C@H]1Oc2ccc(NC(=O)Nc3cccc4ccccc34)cc2CC(=O)N([C@H](C)CO)C[C@@H]1C,0.5,0.4
O=C(C[C@H]1CC[C@H]2[C@@H](COC[C@H](O)CN2C(=O)Nc2cc(Cl)cc(Cl)c2)O1)N1CCCCC1,0.4,0.4

# 3 consecutive entries already listed, quoted:
SMILES,Mtb BioA inh,TcdB GH inh
Cc1noc(C)c1NC(=O)Nc1ccc2c(c1)C(=O)N(C)[C@@H]1CC[C@@H](CC(=O)NCc3ccc(Cl)cc3)O[C@@H]1CO2,0.4,-0.3
CNC[C@H]1Oc2ccc(NC(=O)Nc3cccc4ccccc34)cc2CC(=O)N([C@H](C)CO)C[C@@H]1C,0.5,0.4
O=C(C[C@H]1CC[C@H]2[C@@H](COC[C@H](O)CN2C(=O)Nc2cc(Cl)cc(Cl)c2)O1)N1CCCCC1,0.4,0.4

# Other compounds follow:
SMILES,Mtb BioA inh,TcdB GH inh
COc1ccc(NC(=O)N(C)C[C@H]2OCCCC[C@@H](C)Oc3ccc(NS(=O)(=O)c4ccc(F)cc4)cc3C(=O)N([C@H](C)CO)C[C@H]2C)cc1,0.5,-0.1
Cc1noc(C)c1NC(=O)Nc1ccc2c(c1)CC(=O)N([C@H](C)CO)C[C@H](C)[C@@H](CN(C)Cc1ccccc1)O2,2.6,-0.1
O=S(=O)(Cc1ccccc1)N1CCCCN2[C@H](CO)[C@H](c3ccc(-c4cncnc4)cc3)[C@H]2C1,-1.4,-3.8
CC(C)C#Cc1cnc2c(c1)C(=O)N([C@@H](C)CO)C[C@H](C)[C@@H](CN(C)C(=O)c1cccnc1)O2,-0.9,-0.2
C[C@@H]1CCCCO[C@H](CN(C)Cc2ccncc2)[C@@H](C)CN([C@@H](C)CO)C(=O)c2cc(N(C)C)ccc2O1,-4.0,-6.6
CN1C(=O)c2cc(NC(=O)c3ccno3)ccc2OC[C@H]2O[C@@H](CC(=O)NCC3CC3)CC[C@@H]21,-1.7,-0.5
Cc1ccccc1S(=O)(=O)N1C[C@H](O)COC[C@H]2O[C@H](CC(=O)N3CCC(Cc4ccccc4)CC3)CC[C@@H]21,1.4,-2.0
Cc1ccc(S(=O)(=O)Nc2ccc3c(c2)C(=O)N([C@@H](C)CO)C[C@H](C)[C@@H](CN(C)C(=O)Nc2c(C)noc2C)O3)cc1,-2.7,-1.9
Cc1ccc(S(=O)(=O)N[C@@H]2CC[C@@H](CCNC(=O)CN3CCOCC3)O[C@H]2CO)cc1,-3.5,0.0
CO[C@@H]1CN(C)C(=O)c2cc(NC(=O)C3CCC3)ccc2OC[C@H](C)N(Cc2ccc(F)cc2)C[C@@H]1C,5.5,0.5
C[C@H]1CN([C@@H](C)CO)C(=O)c2cc(NC(=O)c3ccncc3)ccc2O[C@@H]1CN(C)Cc1ccc(Oc2ccccc2)cc1,-1.6,0.6
O=C([C@H]1[C@H](CO)[C@H]2Cn3c(cccc3=O)[C@H]2N1CC1CCCC1)N1CCCCC1,-0.6,-1.4
COc1ccc(S(=O)(=O)N(C)C[C@H]2Oc3ccc(NC(=O)CCCCCC(=O)Nc4ccccc4N)cc3CC(=O)N([C@H](C)CO)C[C@H]2C)cc1,-1.7,-1.2
COc1ccc(NC(=O)N(C)C[C@@H]2Oc3c(NS(=O)(=O)c4cccs4)cccc3C(=O)N([C@@H](C)CO)C[C@H]2C)cc1,-2.7,1.2
C[C@H](CO)N1C[C@H](C)[C@@H](CN(C)C)Oc2ccc(NC(=O)Cc3cn(C)c4ccccc34)cc2CC1=O,4.7,0.1
CN1[C@@H]2Cn3c(ccc(/C=C/c4ccccc4)c3=O)[C@H]1[C@@H](C(=O)NC1CCC1)[C@@H]2CO,-1.5,0.9
N#C[C@@H]1[C@H](c2ccc(C#Cc3cccc(F)c3)cc2)[C@@H](CO)N1C(=O)C1CCCC1,-3.4,-0.8
CCCNC(=O)C[C@@H]1CC[C@H]2[C@@H](COc3ccc(NS(=O)(=O)c4ccccc4C)cc3C(=O)N2C)O1,-0.9,1.6
C[C@@H]1CCCCO[C@H](CN(C)CC2CC2)[C@H](C)CN([C@@H](C)CO)C(=O)c2cc(N(C)C)ccc2O1,1.4,-30
O=C(C[C@H]1CC[C@@H](NC(=O)c2ccc3c(c2)OCO3)[C@@H](CO)O1)NC1Cc2ccccc2C1,-0.2,0.7
Cc1noc(C)c1S(=O)(=O)N(C)C[C@@H]1OCCCC[C@H](C)Oc2ccc(NS(C)(=O)=O)cc2C(=O)N([C@H](C)CO)C[C@@H]1C,-1.8,-2.0
CC(C)CC#Cc1ccc2c(c1)O[C@@H](CN(C)C(=O)C1CCC1)[C@@H](C)CN([C@@H](C)CO)S2(=O)=O,1.5,0.4
Cc1ccc(-c2cnc3c(c2)C(=O)N([C@H](C)CO)C[C@@H](C)[C@H](CN(C)Cc2ccccc2C(=O)O)O3)cc1,-1.1,0.1
C[C@H](CO)N1C[C@H](C)[C@H](CN(C)C(=O)NC2CCCCC2)OCCCC[C@H](C)Oc2ccc(NC(=O)NC3CCCCC3)cc2C1=O,-2.2,-0.5
CN1c2ccc(Br)cc2[C@H]2[C@H](CCN2C(=O)c2cccc(F)c2)[C@H]1CO,8.1,-0.1
COc1ccc(CN(C)C[C@H]2OCCCC[C@H](C)Oc3ccc(NS(=O)(=O)c4cccs4)cc3C(=O)N([C@@H](C)CO)C[C@@H]2C)cc1,-1.9,-9.9
C[C@@H]1CN([C@H](C)CO)C(=O)c2cc(NC(=O)CCCN(C)C)ccc2O[C@H]1CN(C)S(=O)(=O)c1cn(C)cn1,-1.6,0.4
CC(C)NC(=O)N(C)C[C@H]1Oc2cc(C#CCN(C)C)ccc2S(=O)(=O)N([C@@H](C)CO)C[C@H]1C,-1.7,0.7
COc1ccc(NC(=O)N(C)C[C@@H]2Oc3ncc(-c4cccnc4)cc3C(=O)N([C@H](C)CO)C[C@@H]2C)cc1,33,0.0
CCCN1C[C@@H](C)[C@H](OC)CN(C)C(=O)c2cc(NC(=O)c3ccc(F)cc3)ccc2OC[C@H]1C,-0.5,1.6
O=C(Nc1ccc(F)cc1)N1C[C@H]2[C@@H](c3ccccc31)[C@H](CO)N2C(=O)Cc1cccnc1,2.2,-0.6
CCC(=O)N(C)C[C@H]1Oc2ncc(-c3ccccc3F)cc2C(=O)N([C@H](C)CO)C[C@@H]1C,3.0,-1.3
COc1ccc(S(=O)(=O)Nc2ccc3c(c2)CC(=O)N([C@H](C)CO)C[C@@H](C)[C@H](CN(C)CC2CCCCC2)O3)cc1,2.3,-1.1
C[C@@H]1CCCCO[C@@H](CN(C)Cc2ccncc2)[C@@H](C)CN([C@@H](C)CO)C(=O)c2cc(NC(=O)Nc3ccc(C(F)(F)F)cc3)ccc2O1,-0.4,-0.8
C[C@@H]1CN([C@H](C)CO)C(=O)c2cccc(NS(=O)(=O)c3ccccc3)c2O[C@@H]1CN(C)S(C)(=O)=O,-0.9,-0.2
CC(C)NC(=O)N(C)C[C@H]1Oc2c(NS(=O)(=O)c3cn(C)cn3)cccc2C(=O)N([C@@H](C)CO)C[C@H]1C,-3.0,0.1
O=C(C[C@H]1CC[C@@H](NC(=O)Nc2ccc(C(F)(F)F)cc2)[C@@H](CO)O1)NCc1ccccn1,6.1,0.2
